Screens (PubChem BioAssay)
mcGAS inh = blocks mouse cGAS activity; Q8C6L5; recombinant cGAS, Kinase-Glo ATP depletion luminescence; inhibition, % at 12.5 µM; actives 0.15% (n = 160,000);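 also: 0% = negative control wells and 100% = reference inhibitor with no enzyme activity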
NPYLR7 ag = mosquito NPYLR7 agonism; actives 0.15% (n = 270,000); HEK293T NPYLR7/Galpha15, GCaMP6s calcium fluorescence; AID 1259423; activation, % at 10 µM; in the data active = activation above about 40%;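 also: 0% = vehicle and 100% = reference agonist at the receptor; some compounds past the cut are filed as inactive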
hcGAS inh = human cGAS inhibition | Q8N884 | recombinant h-cGAS, ATP depletion, Kinase-Glo luminescence | inhibition, % at 12.5 µM | actives 0.081% (n = 290,000);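 also: 0% = vehicle reaction and 100% = reaction without DNA for no activity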
Target sequence (Q8N884 whole entry, looked up): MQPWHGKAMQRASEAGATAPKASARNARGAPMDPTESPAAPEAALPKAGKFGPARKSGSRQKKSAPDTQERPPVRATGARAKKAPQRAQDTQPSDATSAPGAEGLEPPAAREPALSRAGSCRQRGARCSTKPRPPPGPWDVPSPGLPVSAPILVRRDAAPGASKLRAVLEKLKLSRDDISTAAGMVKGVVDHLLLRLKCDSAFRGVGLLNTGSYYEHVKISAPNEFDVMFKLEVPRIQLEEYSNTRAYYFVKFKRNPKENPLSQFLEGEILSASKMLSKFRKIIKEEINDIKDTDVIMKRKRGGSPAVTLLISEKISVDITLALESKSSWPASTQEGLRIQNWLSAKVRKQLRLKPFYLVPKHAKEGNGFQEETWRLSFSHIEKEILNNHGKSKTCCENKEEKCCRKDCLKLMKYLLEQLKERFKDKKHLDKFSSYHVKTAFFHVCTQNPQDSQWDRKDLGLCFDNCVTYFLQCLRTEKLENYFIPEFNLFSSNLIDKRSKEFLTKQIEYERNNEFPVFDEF
The depositor's hits bear a star; . = not tested or not shown. Rule as the data show it, unless noted: active = inhibition above about 40%; inactive = the rest.

Molecule	mcGAS inh	NPYLR7 ag	hcGAS inh
COc1ccc(CN(C(=O)c2cc(C(F)(F)F)cc(C(F)(F)F)c2)C(C)C)cc1OS(C)(=O)=O	-2	-7	-7
CCCCNC(=O)CN(C)C1CCCNC1 (stereo unspecified)	-16	3	-4
N#CC1C(=N)Oc2n[nH]c(-c3ccc(F)cc3)c2C1c1ccc2c(c1)OCO2 (stereo unspecified)	.	2	-2
COc1cccc(CN2CCCC2C(=O)Nc2ccc(-n3ccnc3C)cc2)c1 (stereo unspecified)	.	4	-7
C=CCN(Cc1ccc(OC)cc1)Cc1cc(=O)n2cc(C)ccc2n1	.	17	-6
COc1ccc(CCOc2nc(-c3ccc(Cl)c(Cl)c3)n(-c3ccc(NC(=O)c4ccc(F)cc4)cc3)n2)cc1	-8	-6	-6
COCCNC(=O)N1CCc2nc(N3CCN(C)CC3)sc2C1	-2	.	58*
Cc1cc(C)n(NC(=O)c2ccc(COc3ccccc3Cl)cc2)c(=O)c1C#N	.	1	12
CSc1ncc(CNC(C)CCc2ccccc2)c(N2CCC(N3CCCCC3)CC2)n1 (stereo unspecified)	-6	3	-6
CC(C)COc1nc(-c2ccccc2F)n(-c2ccc(NC(=O)c3cccs3)cc2)n1	-3	14	-12
Fc1cccc(CN2CCN(Cc3cnc(NCC4CCCO4)nc3)CC2)c1 (stereo unspecified)	.	9	2
O=C(Cc1ccccc1)Nc1ccc2nc(NC(=O)Cc3ccccc3)sc2c1	-2	-7	1
COc1ccc(NC(=O)N(CC(=O)Nc2c(-c3ccccc3)c(C)nn2-c2ccc(C)cc2)C(C)C)c(OC)c1	-4	1	-10
Cc1ccoc1C(=O)NCc1cccnc1N(C)Cc1ccccc1	.	4	-1
CCCN(C)c1cc(C(C)(C)C)nc(SCc2cccc(C(=O)NCc3ccncc3)c2)n1	-2	-1	-2
CC(C)Oc1ccc(C(=O)O)cc1NS(=O)(=O)c1cc(Cl)sc1Cl	.	-2	4

One compound at a time, as listed above. Order of values: mcGAS inh	NPYLR7 ag	hcGAS inh
Cc1ccoc1C(=O)NCc1cccnc1N(C)Cc1ccccc1 as listed: .	4	-1
Fc1cccc(CN2CCN(Cc3cnc(NCC4CCCO4)nc3)CC2)c1 (stereo unspecified) as listed: .	9	2
CC(C)Oc1ccc(C(=O)O)cc1NS(=O)(=O)c1cc(Cl)sc1Cl as listed: .	-2	4
CCCN(C)c1cc(C(C)(C)C)nc(SCc2cccc(C(=O)NCc3ccncc3)c2)n1 as listed: -2	-1	-2
CC(C)COc1nc(-c2ccccc2F)n(-c2ccc(NC(=O)c3cccs3)cc2)n1 as listed: -3	14	-12

Continuation.
Molecule	mcGAS inh	NPYLR7 ag	hcGAS inh
OC(c1cccs1)C1CCN(Cc2cnn3cccnc23)CC1 (stereo unspecified)	.	-4	-2
Cc1nc2nc3ccn(-c4ccccn4)c(=O)c3c(-c3ccc(Cl)cc3)n2n1	-2	0	0
COc1ccccc1C(=O)N1CCC(C(NC(=O)c2ccccc2)C(=O)NCc2ccccc2)CC1 (stereo unspecified)	-4	2	-4
CCCCN1N=C(c2ccc(Cl)cc2)Cn2c1nc1c2c(=O)n(C)c(=O)n1C	.	-5	-8
CC(C)C(=O)NCC1CCN(Cc2cnc(-c3ccco3)nc2)C1 (stereo unspecified)	-10	11	-3
O=C(COc1ccccc1)N1C[C@H]2CC=CC[C@H]2C1	-14	.	-12
CCOCCN1N=C(C)C(C)n2c1nc1c2c(=O)n(Cc2cc(C)ccc2C)c(=O)n1C (stereo unspecified)	-9	0	-6
O=c1[nH]c2c(Br)c(Br)c(Br)cc2o1	66*	12	35
CNc1nc2cnc(Nc3ccc(Oc4ccccc4)cc3)cc2n1C	-9	9	-6
Cc1ccc(C(=O)NCc2ccccc2OC(F)F)cn1	.	0	-7
CCN(CC)C(=O)Cn1cnc2c1c(=O)n(C)c(=O)n2C	-3	-1	-3
COc1ccccc1N(CC(O)CN1CCN(C)CC1)S(=O)(=O)c1ccccc1 (stereo unspecified)	.	-2	4
NC(=O)C1CCCN(C(=O)c2cc3n(n2)CCN(Cc2ccccc2F)C3=O)C1 (stereo unspecified)	-3	12	0
COCc1[nH]nc2c1C(c1cc(OC)c(OC)cc1OC)C(C#N)C(=N)O2 (stereo unspecified)	.	6	-9
CCCC(CCC)NC(C)c1n[nH]c(C)n1 (stereo unspecified)	-10	2	-2
Cc1noc(C)c1C=NNC(=O)CC12CC3CC(CC(C3)C1)C2	.	6	-2
COc1ccc(C(=O)N2CCN(C(C(=O)N(C)Cc3ccco3)C3CCCC3)CC2)cc1OC (stereo unspecified)	-3	10	-6
O=C(NC1C=CS(=O)(=O)C1)c1cccc2ccnn12 (stereo unspecified)	.	22	-1
COc1ccc(NC(=O)N2CCSC2c2cccc(Cl)c2)cc1 (stereo unspecified)	1	1	0
COC(=O)c1cccc(COC(=O)c2ccc(Br)o2)c1	-1	-6	6
COc1ccc(NC2CCCN(C(=O)CSc3nc4ccc(C)cc4[nH]3)C2)cc1 (stereo unspecified)	.	2	-8
CCCN(CC(=O)N1CCc2sccc2C1COc1cccc(C)c1)CC(O)COCc1ccccc1 (stereo unspecified)	-5	15	-4
Cc1ccc(OCCSc2nc3ccccc3[nH]2)cc1	-6	1	-3
O=c1[nH]cnc2cc(Br)c(Br)cc12	9	1	2
Cc1cc(NCCOCCO)n2c(nc3ccccc32)c1C#N	.	8	-3
OCCN(Cc1ccccc1)Cc1nc(-c2ccc(Cl)cc2)no1	0	3	5
CCc1nc(SCC(=O)N2CCc3[nH]nc(C4CCC4)c3C2)n[nH]1	.	14	-3
CC(C)CN(CC(C)C)c1nc(-c2ccc(F)cc2F)nc2ccccc12	-5	0	-3
CCN(CC)C(=O)C1CCCN(C(=O)CCc2c(C)nn(-c3ccc(C(C)(C)C)cc3)c2C)C1 (stereo unspecified)	-4	1	-7
CCCCC1CCCN1C(=O)c1cc(-c2ccncc2)n[nH]1 (stereo unspecified)	.	29	-6
N#Cc1cccc(S(=O)(=O)N2CCN(C(c3ccccc3)c3ccc(Cl)cc3)CC2)c1 (stereo unspecified)	-8	31	-4
COCCN(Cc1ccc(OS(=O)(=O)c2cccc(C(F)(F)F)c2)cc1)C(=O)Nc1cccc(OC)c1	-3	4	-3
Cc1nc(-n2nc(-c3cccs3)cc2NC(=O)c2ccccc2Cl)[nH]c(=O)c1C	.	-2	-10
COC(=O)CCCC(=O)N1CCN(c2nc3nccc(-c4ccc(N5CCOCC5)cc4)n3n2)CC1	-7	5	-5
O=C(NCCN1CCCS1(=O)=O)c1ccc(Br)cc1O	-13	-5	-5
CNc1snc(C)c1C(=O)NCCc1ccc(Cl)cc1	-16	-2	-8
O=C(O)c1cc(NS(=O)(=O)c2cccc3ncccc23)c(F)cc1F	-15	12	-8
CC(C)Cc1nc(C(C)n2cncn2)n[nH]1 (stereo unspecified)	.	0	-9
CCc1c(C)nn(CC(=O)N2CCn3cncc3C2)c1C	-9	-2	-5
CN(CCC(=O)Nc1ccccc1Cl)Cc1cc(C2CC2)n[nH]1	.	4	-9
COCC(O)CN1CC(C)CC1(C)C (stereo unspecified)	.	16	-7
COc1cccc(Cn2c(=O)c(C(=O)NC(C)c3ccccc3)nn(-c3ccc(C)cc3)c2=O)c1 (stereo unspecified)	-7	13	-7
CCNC(=O)CS(=O)(=O)c1nnc(C)n1Cc1ccccc1	.	7	-7
CN(Cc1ccc(-c2ccc(Cl)cc2)o1)C(=O)NCC1CCCN1C (stereo unspecified)	-7	1	-7
CN1CCCC2(CCN(c3nccc(CCC(F)(F)F)n3)C2)C1=O (stereo unspecified)	.	-5	-5
CN1CC(=O)Nc2ccc([N+](=O)[O-])cc2C1=O	-3	3	-2
CNc1nn(CC(=O)Nc2c(C)cccc2C)c(N)c1-c1nc(-c2ccc(C)cc2)no1	-7	-3	-4
COc1coc(C(=O)Nc2ccc(C)c(Cl)c2)cc1=O	.	10	-11

Entries above that have bromine (4):
Molecule	mcGAS inh	NPYLR7 ag	hcGAS inh
O=c1[nH]c2c(Br)c(Br)c(Br)cc2o1	66*	12	35
COC(=O)c1cccc(COC(=O)c2ccc(Br)o2)c1	-1	-6	6
O=c1[nH]cnc2cc(Br)c(Br)cc12	9	1	2
O=C(NCCN1CCCS1(=O)=O)c1ccc(Br)cc1O	-13	-5	-5

The list continues:
Molecule	mcGAS inh	NPYLR7 ag	hcGAS inh
CCN1CCN(c2c(CNC3CC3)c(C)nn2-c2cccc(F)c2)CC1	.	-15	5
CN(C)C(CNc1nc(CN2CCOCC2)nc2sc3c(c12)CCC3)c1cccs1 (stereo unspecified)	-5	2	-5
COc1cccc2c(C)c(C(=O)N(C)Cc3cnc(C)s3)oc12	.	3	-7
Clc1ccc(Cn2cc(-c3nc(-c4cn5ccccc5n4)no3)nn2)cc1	.	10	-3
Cc1ccc(OC(C)C(=O)N2CCC(c3ccc(O)cc3)CC2)cc1 (stereo unspecified)	.	-5	-9
N#Cc1ccc(Oc2ccc(N3C(=O)C4C5C=CC(C5)C4C3=O)cc2)cc1C#N (stereo unspecified)	-4	3	-2
O=C(NCC1Cc2cc(Oc3ccccc3)ccc2O1)Nc1cccc(C(=O)NCC2Cc3cc(Oc4ccccc4)ccc3O2)c1 (stereo unspecified)	-5	5	-1
O=C(CSc1nc2ccccc2n1Cc1ccccc1)N/N=C\c1ccccc1F	.	3	-2
CSCc1ccnc(NC(=O)c2sccc2Br)c1	.	-21	-7
COC(=O)c1nc(N)sc1C(=O)c1ccc(OC)cc1	.	-5	-7
CN1CCN(/N=C\c2ccc(-n3ccnc3)cc2)CC1	.	-2	-1
Cc1ccccc1CN1CCN2C=C(C(=O)NC3CCc4ccccc43)OC2=NC1=O (stereo unspecified)	.	0	-8
CCOC(=O)c1c(-c2ccc(OC)c(OC)c2)csc1NC(=O)C12CC3CC(CC(C3)C1)C2	-4	-4	-5
COc1cc(OC)nc(C(NC(=O)C2CCN(Cc3ccncc3)CC2)c2ccc(F)cc2)n1 (stereo unspecified)	-2	4	1
CC1(C)CN(C(=O)Nc2ccc(Cl)cc2)C2(S1)C(=O)N(Cc1ccc(F)cc1)c1ccccc12 (stereo unspecified)	-4	7	-4
O=C(NCC(=O)N1CCc2ccccc2C1)c1ccc(Br)o1	.	6	-10
Cc1ccc(S(=O)(=O)Nc2ccc(-c3ccc(N4CCC(C)CC4)nn3)cc2)s1	-1	-1	-3
COc1ccc(-c2nc(NC(=O)c3ccc(F)cc3F)n[nH]2)c(OC)c1	.	-5	-3
CN1C(=O)/C(=C/c2ccccc2OC(F)(F)F)c2ccccc21	.	13	-5
COCCCN(CC(=O)N1CCc2sccc2C1c1ccc(F)cc1)C(=O)COCc1ccccc1 (stereo unspecified)	-4	11	-2
Cc1csc2nc(CSc3nnc(C4CC4)n3C3CC3)cc(=O)n12	.	4	-1
CN(CC1CCCCO1)C(=O)c1cnc(-c2ccccn2)nc1 (stereo unspecified)	.	16	-5
CCOc1ccc(C2C(C(=O)OCCOc3ccccc3)=C(C)NC3=C2C(=O)CCC3)cc1 (stereo unspecified)	3	-1	3
CC(NC(=O)c1ccc(-c2cccc(Cl)c2)s1)C(C)(C)C (stereo unspecified)	-7	-2	-7
COc1cc(C(=O)N2CCC(Cc3ccc(F)cc3)CC2)cc(OC)c1OC	-6	0	-6
CS(=O)(=O)NCC(=O)NCc1cccnc1Oc1ccc(F)c(F)c1	-14	.	2
Cc1cccc(S(=O)(=O)NC(=O)C2(C)CCN2C(=O)c2ccc(C(F)(F)F)nc2C)c1 (stereo unspecified)	.	-2	-9
O=C(NCC1CCCO1)C(C1CCCC1)N1CCN(C(=O)c2cccc(Br)c2)CC1 (stereo unspecified)	-5	-6	-6
Cc1ccc(C(=O)Nc2ccc(N3CCN(S(=O)(=O)Cc4ccccc4)CC3)nc2)cc1	-6	10	-6
CSCc1nc(NC(=O)C(C)(C)NC(C)=O)ccc1Cl	-15	1	-9
O=C(CCCl)Nc1ccc(N2CCOCC2)cc1	-8	10	-11
CNC(=O)CC(C)N(C)Cc1ccc2c(C)cc(=O)oc2c1 (stereo unspecified)	-16	-2	-4
NC(=O)c1c(F)cccc1-c1cc(NCc2cccnc2)nc2[nH]ccc12	-17	2	-8
Cc1cc2ccccc2n1CCNC(=O)/C=C/c1ccccc1	.	4	-4
CCOC(=O)C1=C(C)N=c2s/c(=C/c3ccc(Cl)cc3)c(=O)n2C1c1ccc(Cl)cc1 (stereo unspecified)	3	-6	3
Cc1ccc(S(=O)(=O)NCc2ncc(Cl)n2C)c(C)c1	.	2	-1
CCc1c(C)nn(CCNC(=O)c2cc(C(C)C)nn2C)c1C	-10	11	-6
O=C(Cn1cc([N+](=O)[O-])cn1)Nc1nccs1	.	0	-6
Cc1c(C(=O)NC2CC2)sc(=O)n1Cc1ccc(-c2ccccc2)cc1	.	8	-3
COc1ccc(C(=O)N2CCC(C(NC(=O)c3ccc(F)cc3)C(=O)N3CCOCC3)CC2)cc1 (stereo unspecified)	-3	5	-4
O=C(COC(=O)C=Cc1ccc(I)o1)NC12CC3CC(CC(C3)C1)C2	.	-3	-4
